PMI act satM6P – PMI (human) activation, high substrate; P34949; coupled PMI enzyme assay, resazurin fluorescence, 20 min; hits give high values; 1 = untreated enzyme, 0 = substrate-free blank; activation factor at 20 µM; 0.34% of 190,000 active;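 active = activation factor of 2 or more at 20 µM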
Target sequence (P34949 whole entry, looked up): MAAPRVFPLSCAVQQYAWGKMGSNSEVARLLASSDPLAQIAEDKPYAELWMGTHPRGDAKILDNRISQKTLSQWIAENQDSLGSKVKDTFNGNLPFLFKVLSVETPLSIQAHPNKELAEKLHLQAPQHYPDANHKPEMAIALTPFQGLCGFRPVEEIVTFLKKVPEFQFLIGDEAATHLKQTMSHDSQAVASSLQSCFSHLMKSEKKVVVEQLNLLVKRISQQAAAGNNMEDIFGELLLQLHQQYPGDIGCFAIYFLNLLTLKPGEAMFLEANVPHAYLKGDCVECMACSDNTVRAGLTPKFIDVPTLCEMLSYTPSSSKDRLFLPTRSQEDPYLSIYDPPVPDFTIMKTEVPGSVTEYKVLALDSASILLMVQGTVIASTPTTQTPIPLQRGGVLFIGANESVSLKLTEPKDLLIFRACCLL
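Test system: human phosphomannose isomerase with PGI, G6PDH, diaphorase coupling enzymes; Amount: PMI at 15 ng/mL final; Reagent: Mannose-6-phosphate 1.0 mM (near-saturating) plus 0.22 mM NADP+; Timing: 20 min, room temperature; Technique: resorufin fluorescence at Ex 544/Em 590 nm; Dosing: 20 µM single dose.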
PMI act – increases human mannose-6-phosphate isomerase activity. purified human PMI, coupled resazurin fluorescence, 20 min; hits give high values; 1 = vehicle control, 0 substrate-free wells. activation factor at 20 µM. 0.005% of 190,000 active. P34949;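 active = activation factor of 2 or more at 20 µM, relative to plate controls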
TNAP inh no acc – blocks human TNAP activity with no phosphate acceptor present. P05186. purified TNAP, CDP-star luminescence, 30 min. inhibition, % at 20 µM. 0.26% of 200,000 active. AID 1012;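 active = tissue-nonspecific alkaline phosphatase inhibition above about 50% at 20 µM in the single-dose screen, limit read from the data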;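 also: 0% = DMSO negative control and 100% = EDTA positive control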
Target sequence (P05186 whole entry, looked up): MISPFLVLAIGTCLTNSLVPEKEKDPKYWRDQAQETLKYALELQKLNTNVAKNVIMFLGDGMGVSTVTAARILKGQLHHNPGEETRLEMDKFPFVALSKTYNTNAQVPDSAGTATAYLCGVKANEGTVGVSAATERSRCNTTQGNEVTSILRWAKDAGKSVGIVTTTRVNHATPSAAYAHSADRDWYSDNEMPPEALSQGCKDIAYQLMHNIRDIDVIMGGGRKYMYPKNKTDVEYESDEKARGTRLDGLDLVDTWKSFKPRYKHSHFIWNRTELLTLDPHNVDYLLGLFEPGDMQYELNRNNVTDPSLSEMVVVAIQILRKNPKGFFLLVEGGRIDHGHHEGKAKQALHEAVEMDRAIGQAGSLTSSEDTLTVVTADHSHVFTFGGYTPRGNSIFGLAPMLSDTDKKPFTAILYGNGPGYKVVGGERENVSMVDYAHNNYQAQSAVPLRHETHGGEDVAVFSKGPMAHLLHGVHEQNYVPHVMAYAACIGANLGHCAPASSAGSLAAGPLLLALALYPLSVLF
TNAP act hi DEA – increases human TNAP activity under high phosphate acceptor concentration. P05186. purified TNAP, CDP-star luminescence, 1 M DEA, 30 min; hits give high values; 0 = EDTA background, 1 = DMSO-only activity. activation factor at 20 µM. 200,000 tested, under 10 active;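 active = activation factor at least 2 at 20 µM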
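Control set: EDTA negative control, DMSO positive control / Assay system: human TNAP / Quantity: TNAP 1/800 final / Evaluation: TNAP activation factor scaled between EDTA and DMSO control wells / Measured by: luminescent substrate turnover signal / Compound dosing: one dose, 20 µM / Times: 30 min enzyme reaction at room temperature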
Diaphorase inh – diaphorase inhibition or chemical oxidation counter-screen; diaphorase resazurin-to-resorufin fluorescence, NADH, 16 min; bacterial (C. kluyveri) enzyme, not human; inhibition, % at 20 µM; 0.69% of 190,000 active;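 active = primary screen inhibition at 20 µM above a set limit, cut at about 50% in these data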;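 also: plate controls were DMSO with full reaction for no effect and wells lacking NADH for full effect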
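controls = No-NADH positive control and DMSO neutral control | system = Clostridium kluyveri diaphorase enzyme | timing = reaction incubation of 16 min at room temperature | signal = resorufin fluorescence 544/590 nm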
TNAP inh hi DEA – TNAP (human) inhibition, high acceptor; P05186; purified TNAP, CDP-star luminescence, 1 M DEA; inhibition, % at 20 µM; 0.03% of 200,000 active; AID 1135;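 active = over 50% inhibition of tissue-nonspecific alkaline phosphatase at 20 µM in the single-dose screen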;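 also: plate controls were DMSO wells for no effect and EDTA-quenched wells as full inhibition for full effect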
bIAP activator – intestinal alkaline phosphatase (bovine) activation; purified bovine IAP, CDP-star luminescence, 30 min; hits give high values; fold of DMSO-control signal, blank-subtracted; activation factor at 20 µM; 0.17% of 200,000 active; AID 1016;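 active = activation factor of 2 or more at 20 µM, a signal rise over negative controls twice the positive control's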
bIAP inh – blocks bovine intestinal alkaline phosphatase activity; purified bovine IAP, CDP-star luminescence, 30 min; inhibition, % at 20 µM; 190,000 tested, under 10 active; AID 1019;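 active = over 50% inhibition of intestinal alkaline phosphatase at 20 µM in the single-dose screen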
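Assay system: bovine IAP enzyme; medium: DEA buffer 100 mM, pH 9.8, with MgCl2 1.0 mM, ZnCl2 0.02 mM; doses: 20 µM single dose; incubation: enzyme reaction for 30 min at room temperature; detection: CDP-star luminescence signal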
L major viab – Leishmania major promastigote growth inhibition; Leishmania major promastigotes, resazurin fluorescence viability; inhibition, % at 10 µM; 9% of 200,000 active; AID 1063; in the data active = inhibition above about 50%;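 also: promastigotes grown with compound for 44 hours at 28 °C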
Diaphorase act – diaphorase activation or chemical reduction counter-screen; 0.005% of 190,000 active; Diaphorase/resazurin coupled assay, resorufin fluorescence, 16 min; hits give high values; 1 = vehicle wells, 0 = NADH-free wells; activation factor at 20 µM; AID 1229;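 active = diaphorase activity raised at least twofold by the compound at 20 µM; inactive = activation factor below 2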
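Material: Purified diaphorase enzyme from Clostridium kluyveri | Buffer or medium: 50 mM HEPES pH 7.4 with 4.542 mM MgCl2, 0.005% Tween 20 | Times: 16 min enzyme reaction, ambient temperature | Signal: Red resorufin fluorescence at 544/590 nm excitation/emission | Measure: Increased resorufin signal from activators or reducing compounds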
Active calls of the source: *; . = not tested or not shown.

SMILES	PMI act satM6P	PMI act	TNAP inh no acc	TNAP act hi DEA	Diaphorase inh	TNAP inh hi DEA	bIAP activator	bIAP inh	L major viab	Diaphorase act
CCC1CCCCN1C(=O)C1CC(c2cc(Cl)c(OC)cc2OC)=NO1 (stereo unspecified)	0.9	0.9	0.5	1	17.2	-2.5	1	3.5	4.0	0.8
CSc1cccc(CN2CCN(Cc3ccc(F)c(F)c3)C(CCO)C2)c1 (stereo unspecified)	1	0.8	-5.9	1.1	18.2	-8.5	1.1	-13.2	78.8*	0.8
O=C(NCc1ccco1)c1ccc(Br)s1	0.9	0.9	3.6	1	12.7	1.3	0.8	23.5	-6.8	0.9
Cc1ccc(/C=C2\Oc3c(ccc(O)c3CN3CCN(CCO)CC3)C2=O)cc1	0.7	0.9	4.2	0.9	-1.0	10.5	0.8	17.9	20.4	1
Cc1cc(C(=O)NNC(=O)CCC2CCCCC2)c(C)o1	1	1	-112.3	1.1	4.0	-5.8	1.2	-19.2	-8.9	1
CCOC(=O)N1CCc2c(sc3nc(SC(C)C)n(N)c(=O)c23)C1	0.8	0.8	-6.0	1	15.3	4.0	1.1	-14.3	0.7	0.8
O=C(NC(Cc1ccccc1)c1nc2ccccc2[nH]1)C1CC(=O)N(c2ccc3c(c2)OCCO3)C1 (stereo unspecified)	1.5	1.3	-9.1	1.1	10.9	-6.5	1.5	-50.5	-1.6	0.9
CCOC(=O)COc1ccc(Cl)cc1C1NC(=O)NC(C)=C1C(C)=O (stereo unspecified)	1.1	1.1	-9.3	1	-6.5	-4.9	1	0.5	0.6	1.1
COC(=O)C(C)C1Sc2ccccc2NC1=O (stereo unspecified)	0.9	0.9	-11.5	1	6.8	-2.4	0.9	6.7	0.4	0.9
O=C(NCc1ccc2c(c1)OCO2)C1CCN(S(=O)(=O)c2ccc(Br)s2)CC1	0.9	0.9	-23.5	1.1	22.7	-6.8	0.8	20.4	41.1	0.8
O=S(=O)(c1ccccc1C(F)(F)F)N1CCOCC1	1	0.9	-5.1	1	1.1	-1.4	0.9	8.5	4.1	1
COc1cccc2sc(Nc3nnc(-c4ccccc4Cl)o3)nc12	1.1	1.1	-45.9	1	4.1	-3.1	1	-4.8	97.4*	1
CC[C@@H](C(=O)n1nc(C)cc1C)[C@H](NS(=O)(=O)c1ccc(C)cc1)c1ccccc1	1	0.9	-10.2	1.1	16.9	-10.1	1	3.8	11.4	0.8
COc1ccc2cc(/C=N/NC(=O)c3ccc(CN(c4ccc(C)c(C)c4)S(C)(=O)=O)cc3)c(Cl)nc2c1	1	0.9	-1.5	1	6.6	2.4	0.6	40.1	49.2	0.9
CC(=O)Nc1c(Nc2ccccc2)c2ccccc2oc1=O	1	1	-11.1	1.1	9.3	-5.2	1	2.1	-2.4	0.9
COCC(=O)Nc1ccccc1-c1ccccc1	1	1	-10.7	1	3.8	-4.5	1	-0.4	-2.9	1
O=C(NCc1cccs1)C(NS(=O)(=O)c1cccc2nsnc12)c1ccccc1 (stereo unspecified)	1	1.1	-13.2	1.1	5.6	-5.6	1	4.9	10.3	0.9
S=C(Nc1ccc(Cl)cc1Cl)N1CCOCC1	1.1	1	-0.5	1	0.0	-1.6	1	1.3	45.2	1
Cc1ccc(CN2CCN(CC(=O)NCc3ccc(Cl)cc3)C2=O)cc1	1.1	1	-11.9	1.1	3.6	-8.1	1	-3.9	9.4	1
CN(C)CCCN1c2ccccc2Sc2ccc(C(F)(F)F)cc21	1	1.1	-0.2	1	1.0	4.4	1	2.8	47.3	1
Cc1ccc(OCCSCc2nc3ccccc3[nH]2)cc1	0.9	0.9	-24.3	1	13.8	-2.3	1.1	-9.8	0.2	0.9
O=C(NC1CCCC1)C(c1ccncc1)N(C(=O)c1csnn1)C1CCCC1 (stereo unspecified)	0.9	1	-2.3	1	7.7	-1.0	1	1.3	-5.2	0.9
O=c1[nH]cc(F)c(=O)[nH]1	1	1	-4.3	1	8.7	0.4	0.9	13.0	24.3	0.9
Cc1ccc(N2C(N)=NC(N)=NC2(C)C)c(C)c1	1	1	-6.9	1	10.4	-0.3	1	2.4	-2.0	0.9
CC(C)(C)[C@H]1C=C(C(=O)NC2CC2)O[C@@H](OCc2ccc(CO)cc2)C1	1	1	-9.6	1.1	-8.1	-7.9	1.1	-6.2	23.1	1.1

Molecules from the list above with two or more sulfur atoms (three):
SMILES	PMI act satM6P	PMI act	TNAP inh no acc	TNAP act hi DEA	Diaphorase inh	TNAP inh hi DEA	bIAP activator	bIAP inh	L major viab	Diaphorase act
CCOC(=O)N1CCc2c(sc3nc(SC(C)C)n(N)c(=O)c23)C1	0.8	0.8	-6.0	1	15.3	4.0	1.1	-14.3	0.7	0.8
O=C(NCc1ccc2c(c1)OCO2)C1CCN(S(=O)(=O)c2ccc(Br)s2)CC1	0.9	0.9	-23.5	1.1	22.7	-6.8	0.8	20.4	41.1	0.8
O=C(NCc1cccs1)C(NS(=O)(=O)c1cccc2nsnc12)c1ccccc1 (stereo unspecified)	1	1.1	-13.2	1.1	5.6	-5.6	1	4.9	10.3	0.9

Returning to the listing, repeating the three entries before the break.
SMILES	PMI act satM6P	PMI act	TNAP inh no acc	TNAP act hi DEA	Diaphorase inh	TNAP inh hi DEA	bIAP activator	bIAP inh	L major viab	Diaphorase act
O=c1[nH]cc(F)c(=O)[nH]1	1	1	-4.3	1	8.7	0.4	0.9	13.0	24.3	0.9
Cc1ccc(N2C(N)=NC(N)=NC2(C)C)c(C)c1	1	1	-6.9	1	10.4	-0.3	1	2.4	-2.0	0.9
CC(C)(C)[C@H]1C=C(C(=O)NC2CC2)O[C@@H](OCc2ccc(CO)cc2)C1	1	1	-9.6	1.1	-8.1	-7.9	1.1	-6.2	23.1	1.1
CC(CN1CCCCC1)OC(=O)c1cc2ccccc2o1 (stereo unspecified)	1.1	1	-15.9	1	7.8	-2.2	1	4.3	-3.1	0.9
Cc1cccc(N2NC(=O)/C(=C/c3ccc(-c4ccc(Cl)c(C(=O)O)c4)o3)C2=O)c1	1	1.1	-51.4	0.8	34.3	24.2	0.8	22.4	-9.8	0.7
CCc1cccc(NC(=O)Cn2cccc2)c1	1	1	-6.4	0.9	10.8	5.9	0.9	6.2	-2.8	0.9
CC1=NN(C(=O)CSCc2ccccc2)C(O)(c2ccccc2)C1 (stereo unspecified)	1.1	1.1	-63.9	1	-15.7	1.4	0.9	13.3	-6.2	1.2
O=C(C1CCN(Cc2nc(Cc3cccc(F)c3)no2)CC1)N1CCOCC1	0.9	0.9	-9.7	1	21.0	-4.2	0.9	5.7	-7.0	0.8
CC(=O)c1c(C)nc2ccccn12	0.9	0.9	-12.6	1.1	11.3	-5.8	0.9	7.1	-1.0	0.9
O=C(Nc1ccccc1Cl)OCc1cncs1	0.9	0.9	-9.1	1	23.9	-4.9	1.1	-5.0	0.1	0.8
COC(=O)c1[nH]c(C)c(/C(O)=C2\C(=O)C(=O)N(CCN(C)C)C2c2ccc(OC)cc2)c1C (stereo unspecified)	0.9	1	-11.9	1	15.3	-1.5	1	2.4	.	0.8
Clc1cccc(-c2nc(NCc3cccnc3)c3ccccc3n2)c1	1	0.9	-6.5	1	18.2	0.1	1.1	-11.2	86.5*	0.8
Cc1ccc(NC(=O)c2ccc(CSc3nnc(C)s3)cc2)c(C)c1	0.9	0.9	-3.4	1	4.1	-1.5	0.9	5.6	-1.4	1
CNc1nc2c(C)cccn2c(=O)c1C=NCc1ccccc1	1	0.9	1.8	1	9.7	-1.1	0.9	8.4	25.3	0.9
O=C(NN1C(=O)c2ccccc2NC1c1ccc([N+](=O)[O-])o1)c1ccc([N+](=O)[O-])cc1 (stereo unspecified)	1	1	-11.4	1	19.1	-0.1	0.9	10.5	94.6*	0.8
O=C(O)c1ccc2c(c1)ncn2C1CCCCCC1	1.1	1.2	1.8	1	0.0	2.0	0.9	12.7	-2.8	1
Cc1c(Cc2ccccc2)sc(NC(=O)C(C)(C)C)c1C(N)=O	0.8	0.8	-14.1	1	23.7	-2.2	1	-1.3	5.9	0.8
COc1ccc(N2CCN(C(CNC(C)=O)c3ccco3)CC2)cc1 (stereo unspecified)	0.9	0.9	-8.1	1	4.3	-0.6	1.1	-10.3	0.9	1
Cc1ccc2c(c1)N(CCC(=O)NCc1ccccn1)C(=O)CO2	0.8	0.9	-4.0	1	10.3	0.5	1.1	-14.5	-2.8	0.9
CC(=O)N(c1ccc(C)cc1)C1C=CS(=O)(=O)C1 (stereo unspecified)	1	1	-9.3	1	8.4	-2.1	1	4.9	-5.7	0.9
Cc1cc(C)n(-c2cc(N3CCN(S(=O)(=O)c4ccc5ccccc5c4)CC3)ccc2[N+](=O)[O-])n1	0.7	0.8	-7.6	1	21.0	-4.9	0.9	7.4	59.3*	0.8
CCCc1cc(C(=O)Nc2c(C)n(C)n(-c3ccccc3)c2=O)no1	1	1	-5.1	1.1	-3.7	-8.1	1.1	-10.6	-5.0	1
O=C(COC(=O)Cn1cnc2ccccc2c1=O)NCCC1=CCCCC1	1.2	1.2	-3.5	1	3.1	-4.2	1	-0.9	-5.4	1
COCn1c(-c2ccc(OC)c(OC)c2)nc2ccccc21	1.1	1	-14.8	1.1	12.6	-9.5	1	0.0	13.3	0.9
COc1ccc(C2(C(=O)Nc3ccc(S(=O)(=O)Nc4nc(C)cc(C)n4)cc3)CCCC2)cc1OC	1.1	1	-5.7	1	-0.2	-2.0	1	4.3	-3.6	1
CCc1ccccc1N1CSC2=C(C#N)C(c3ccccc3F)CC(=O)N2C1 (stereo unspecified)	1.1	1.1	-10.6	1	30.7	-1.5	0.8	15.3	10.6	0.7
O=C1c2ccccc2NC(c2ccc(F)cc2)N1Cc1ccco1 (stereo unspecified)	1	1.1	-7.1	1	4.7	-0.1	0.9	13.4	15.0	1
CCOc1cc(NC(=O)c2ccco2)c(OCC)cc1NC(=O)CCc1ccc(OC)cc1	0.9	1	-9.5	1.1	17.8	-5.4	1	3.3	.	0.8
COc1ccc(C)cc1-n1nnnc1SCc1csc(C)n1	0.9	0.9	-2.5	1	12.5	0.3	1.2	-20.0	-4.0	0.9
CCn1c(SCC(=O)c2cc(C)n(CC3CCCO3)c2C)nc2ccccc21 (stereo unspecified)	0.9	1	-17.7	1	5.2	-3.6	1	-2.9	11.7	0.9
O=C(Nc1nc(-c2ccccc2)cs1)c1ccc(Br)o1	0.8	0.8	-2.1	1	14.4	-0.4	1	3.2	-7.1	0.9

Assay outcomes (PubChem BioAssay)
